Source: PubChem (several laboratories)
Dynein cargo inh = blocks dynein driven cargo transport along microtubules; 220,000 compounds, 0.47% hits; 3617.4 mouse cells, GR-EGFP nuclear translocation imaging; test concentration mostly 20 µM; stimulated with dexamethasone, 1 µM; active compounds read low; z-score, hits read low;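 active = plate z-score of nuclear minus cytoplasmic receptor signal below a set negative limit, without overly bright fluorescence or cell loss, cut at about -3.5 in these data, passing the limit was not always enough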;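 note: z-score of nuclear minus cytoplasmic ring GR-EGFP intensity difference per well; some compounds called inactive have numbers as strong as hits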
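Also added – dexamethasone, 1.0 µM final · Buffer or medium – tet-free, stripped-serum medium · Schedule – induction 48 h, compound 1 h, agonist 30 min · Detection – formaldehyde fixation, Hoechst nuclear stain, 10x automated fluorescence imaging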
T cell HTS = T cell immune modulators affecting CD8 T cell-vesicle binding; AID 2052; 2C CD8+ T cell-vesicle binding, flow cytometry; active compounds read low; calls only at 7 µM; 330,000 compounds, 0.068% hits;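 active = response, share of CD8 T cells binding vesicles, and their 90th percentile fluorescence all below set limits, cut at about 80% in these data, passing the limit was not always enough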
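Assay system: 2C TCR transgenic mouse naive CD8+ T cells, MACS-purified | Read-out: CD8+ gate FL2 mean fluorescence as % of same-row positive control | Signal: High-throughput flow cytometry with anti-B7-1 and anti-CD8 staining | Timing: Binding step 1.5 h, 37 °C, antibody labelling 20 min, ice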
M1AAP inhibition = P. falciparum M1AAP inhibitors, biochemical, fluorogenic H-Leu-NHMec substrate, 1536-well (AID 1445); recombinant M1AAP, H-Leu-NHMec fluorogenic kinetic assay; higher % means a stronger effect; one-dose inhibition, % at 30 µM; IC50 in µM for titrated hits; 220,000 compounds, 0.42% hits;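 active = primary inhibition above the hit cutoff, then over 50% inhibition at one or more dose response concentrations, cut at about 23% in these data, passing the limit was not always enough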;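 note: plate controls were DMSO full reaction for no effect and no enzyme background for full effect; strong numbers were not always called active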
Yfh1-off respiration = enhancers of respiration in Yfh1-depleted yeast, dose response, Friedreich's ataxia, plus single-dose screen (AID 1465). fold induction at 50 µM; hits with a dose series show EC50 in µM. 220,000 compounds, 0.074% hits. S. cerevisiae Yfh1-off respiration, WST-1 reduction, 72 h; higher fold induction means a stronger effect;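 active = fold induction of absorbance versus untreated yeast above a set limit, then at least 30% activation at any dose in follow-up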;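 note: activators that raise dye reduction in frataxin-depleted yeast; strong numbers were not always called active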
MT stabilize HCS = microtubule stabilization, imaging screen; HeLa tubulin immunostaining HCS, 24 h; share of cells brighter than vehicle mean+2SD; % tubulin-high responders, % at 10 µM; 200,000 compounds, 0.83% hits;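 active = plate Z-score above 3 for both tubulin-high and condensed-nucleus cell shares, with cell loss under 80%, at 10 µM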;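 note: anti alpha tubulin signal scored within the nucleus-defined area of each cell; some results filed as inactive read as strong as hits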
Autophagy mod = alters autophagy in cells; MEF GFP-LC3 puncta imaging; test concentration mostly 10 µM; calls only at 10 µM (by protocol); 190,000 compounds, 0.98% hits;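 active = percentage of spot-positive cells more than 3 SD above its plate mean, without a fluorescence outlier flag or 80% toxicity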;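 note: spot-positive cell cutoff set from DMSO-treated cells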
bCat nuc transl = modulators of beta-catenin nuclear translocation; HeLa beta-catenin nuclear translocation, immunofluorescence imaging; nuclear translocation activity, % at 5 µM; 190,000 compounds, 0.3% hits; AID 1665;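 active = nuclear translocation activity above 50% at 5 µM, with a well cell count of 50 or more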;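 note: per-cell ratio of nuclear to cytoplasmic median beta-catenin stain intensity; plate controls were DMSO negative control for no effect and GSK-3 inhibitor IX positive control for full effect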
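System: HeLa cells, endogenous beta-catenin; compound dosing: 5 µM primary single dose, 0.1% DMSO, 0.02–20 µM confirmation series; incubation: 24 h compound exposure at 37°C, 5% CO2; signal: beta-catenin immunofluorescence imaging with DAPI; evaluation: % activation, nuclear-to-cytoplasmic median beta-catenin signal ratio per cell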
WT yeast gro inh = growth inhibition of WT yeast, mitochondrial fusion screen; mitochondrial fusion phenotypic screen, WT strain; inhibition, % at 10 µM; 190,000 compounds, 2.1% hits; in the data active = inhibition above about 58%; tested in S. cerevisiae
P. falciparum M17LAP = P. falciparum M17LAP inhibitors, primary screen, biochemical, fluorogenic H-Leu-NHMec substrate, 1536-well (AID 1619). recombinant M17LAP, H-Leu-NHMec fluorogenic kinetic assay; higher % means a stronger effect. one-dose inhibition, % at 30 µM; IC50 in µM for titrated hits. 220,000 compounds, 0.38% hits;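 active = compound inhibiting the enzyme by more than half at any dose during confirmatory dose-response retesting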;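 note: plate controls were full reaction with DMSO carrier for no effect and no enzyme background for full effect; strong numbers were not always called active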
WT yeast gro inh mutant strain = also measured in WT yeast gro inh; calls as there; inhibition, %; mitochondrial fusion phenotypic screen, mutant strain inhibition
Dynein cargo inh cytoplasmic EGFP = further read-out of Dynein cargo inh, marked with its call; z-score; measured here: cytoplasmic GR-EGFP intensity; active compounds read high
Dynein cargo inh nuclear GR-EGFP = second read-out of Dynein cargo inh, no call of its own (marks repeat the call); z-score; measured here: nuclear GR-EGFP intensity;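 lower value marks the stronger effect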
Dynein cargo inh cell count = also measured in Dynein cargo inh; calls as there; z-score; measured here: cell count per field
bCat nuc transl cell count 5 µM = further read-out of bCat nuc transl, marked with its call; cell count; measured here: cell count, cytotoxicity flag
T cell HTS vesicle-bound % = second read-out of T cell HTS, no call of its own (marks repeat the call); double positive events, %; measured here: CD8+ vesicle-bound cell fraction;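 binding gate set so that unloaded-vesicle control wells show 10% double positive cells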
MT stabilize HCS Hoechst-high % = second read-out of MT stabilize HCS, no call of its own (marks repeat the call); % Hoechst-high responders; measured here: nuclear condensation Hoechst responders;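 share of cells brighter than vehicle mean plus two SD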
MT stabilize HCS cytotoxicity % = also measured in MT stabilize HCS; calls as there; toxicity, %; measured here: cytotoxicity by cell density;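 0% = mean cell density of plate MIN control wells and 100% = no cells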
Autophagy mod cell loss 18 h = further read-out of Autophagy mod, marked with its call; toxicity, %; measured here: cell loss, nuclei count;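 cell loss after 18 h compound exposure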
The depositor's hits bear a star.

`N#Cc1c(-c2ccccc2)nc(SCC(=O)NC2CCCCC2)[nH]c1=O` gave Dynein cargo inh 0.73, T cell HTS inactive, M1AAP inhibition 2%, Yfh1-off respiration inactive, MT stabilize HCS 2.8, Autophagy mod inactive, bCat nuc transl -1.0, WT yeast gro inh 7, P. falciparum M17LAP -1%, WT yeast gro inh mutant strain -1, Dynein cargo inh cytoplasmic EGFP -0.25, Dynein cargo inh nuclear GR-EGFP 0.67, Dynein cargo inh cell count -0.16, bCat nuc transl cell count 5 µM 1172, T cell HTS vesicle-bound % 32, MT stabilize HCS Hoechst-high % 2.6, MT stabilize HCS cytotoxicity % 6.5 and Autophagy mod cell loss 18 h 8.
Screening COc1ccccc1-c1noc(-c2ccncc2)n1 returned Dynein cargo inh -0.25, T cell HTS inactive, M1AAP inhibition 8%, Yfh1-off respiration inactive, MT stabilize HCS 1.3, Autophagy mod inactive, bCat nuc transl 1.1, WT yeast gro inh 16, P. falciparum M17LAP -11%, WT yeast gro inh mutant strain 17, Dynein cargo inh cytoplasmic EGFP -0.016, Dynein cargo inh nuclear GR-EGFP -0.1, Dynein cargo inh cell count -0.037, bCat nuc transl cell count 5 µM 910, T cell HTS vesicle-bound % 21, MT stabilize HCS Hoechst-high % 3.0, MT stabilize HCS cytotoxicity % 25 and Autophagy mod cell loss 18 h -2.
`COCc1cc(C)nc2sc(C(=O)NC3CCCCC3)c(N)c12` gave Dynein cargo inh 0.63, T cell HTS inactive, M1AAP inhibition 4%, Yfh1-off respiration inactive, MT stabilize HCS 3.4, Autophagy mod inactive, bCat nuc transl 0.4, WT yeast gro inh 5, P. falciparum M17LAP 4%, WT yeast gro inh mutant strain 8, Dynein cargo inh cytoplasmic EGFP -0.18, Dynein cargo inh nuclear GR-EGFP 0.72, Dynein cargo inh cell count -0.24, bCat nuc transl cell count 5 µM 1013, T cell HTS vesicle-bound % 64, MT stabilize HCS Hoechst-high % 1.6, MT stabilize HCS cytotoxicity % 5.3 and Autophagy mod cell loss 18 h -24.
For CCCCNC(=O)COc1ccccc1C(=O)c1cc(C#N)c(=O)n(CCOC)c1 the results were Dynein cargo inh -0.25, T cell HTS inactive, M1AAP inhibition 16%, Yfh1-off respiration inactive, MT stabilize HCS 2.3, Autophagy mod inactive, bCat nuc transl -2.0, WT yeast gro inh -6, P. falciparum M17LAP 19%, WT yeast gro inh mutant strain -4, Dynein cargo inh cytoplasmic EGFP -0.24, Dynein cargo inh nuclear GR-EGFP 0.031, Dynein cargo inh cell count 0.5, bCat nuc transl cell count 5 µM 1362, T cell HTS vesicle-bound % 56, MT stabilize HCS Hoechst-high % 2.8, MT stabilize HCS cytotoxicity % 12 and Autophagy mod cell loss 18 h -5.
`O=C(CSc1nc2cccnc2n1Cc1ccccc1)NC1CCCCC1` gave Dynein cargo inh 0.00027, T cell HTS inactive, M1AAP inhibition 3%, Yfh1-off respiration inactive, MT stabilize HCS 2.5, Autophagy mod inactive, bCat nuc transl -0.4, WT yeast gro inh 2, P. falciparum M17LAP 3%, WT yeast gro inh mutant strain 12, Dynein cargo inh cytoplasmic EGFP -0.27, Dynein cargo inh nuclear GR-EGFP -0.13, Dynein cargo inh cell count 0.77, bCat nuc transl cell count 5 µM 580, T cell HTS vesicle-bound % 50, MT stabilize HCS Hoechst-high % 1.5, MT stabilize HCS cytotoxicity % 1.2 and Autophagy mod cell loss 18 h 0.
Cc1cc(C)nc(SCC(=O)N2CCOCC2)n1 was read as Dynein cargo inh 1.2, T cell HTS inactive, M1AAP inhibition 10%, Yfh1-off respiration inactive, MT stabilize HCS 6.0, Autophagy mod inactive, bCat nuc transl -1.6, WT yeast gro inh -10, P. falciparum M17LAP -4%, WT yeast gro inh mutant strain 5, Dynein cargo inh cytoplasmic EGFP -0.31, Dynein cargo inh nuclear GR-EGFP 0.48, Dynein cargo inh cell count -0.86, bCat nuc transl cell count 5 µM 1136, T cell HTS vesicle-bound % 5, MT stabilize HCS Hoechst-high % 3.6, MT stabilize HCS cytotoxicity % 6.9 and Autophagy mod cell loss 18 h 16.
COc1cc(NC(=O)COc2ccccc2Cl)ccc1NC(=O)C(C)C was read as Dynein cargo inh -0.44, T cell HTS inactive, M1AAP inhibition -2%, Yfh1-off respiration inactive, MT stabilize HCS 2.6, Autophagy mod inactive, bCat nuc transl -0.2, WT yeast gro inh -5, P. falciparum M17LAP 4%, WT yeast gro inh mutant strain 16, Dynein cargo inh cytoplasmic EGFP -0.34, Dynein cargo inh nuclear GR-EGFP 0.092, Dynein cargo inh cell count 1, bCat nuc transl cell count 5 µM 1594, T cell HTS vesicle-bound % 42, MT stabilize HCS Hoechst-high % 2.1, MT stabilize HCS cytotoxicity % 8.6 and Autophagy mod cell loss 18 h 10.
`O=[N+]([O-])c1ccc(Cl)c(/C=N/N2CCN(Cc3ccc(Cl)cc3)CC2)c1` gave Dynein cargo inh 0.12, T cell HTS inactive, M1AAP inhibition 3%, Yfh1-off respiration inactive, MT stabilize HCS 0.8, Autophagy mod inactive, WT yeast gro inh 9, P. falciparum M17LAP -4%, WT yeast gro inh mutant strain 2, Dynein cargo inh cytoplasmic EGFP -0.1, Dynein cargo inh nuclear GR-EGFP 0.27, Dynein cargo inh cell count -0.33, T cell HTS vesicle-bound % 33, MT stabilize HCS Hoechst-high % 1.3, MT stabilize HCS cytotoxicity % 11 and Autophagy mod cell loss 18 h -4.
`CC(=O)NC1=NC(=O)/C(=C/c2cc(C)n(-c3cccc(C(=O)O)c3)c2C)S1` gave Dynein cargo inh 0.58, M1AAP inhibition 14%, Yfh1-off respiration inactive, MT stabilize HCS 3.4, Autophagy mod inactive, bCat nuc transl -0.9, WT yeast gro inh -17, P. falciparum M17LAP 37%, WT yeast gro inh mutant strain -4, Dynein cargo inh cytoplasmic EGFP -0.21, Dynein cargo inh nuclear GR-EGFP 0.32, Dynein cargo inh cell count 0.0026, bCat nuc transl cell count 5 µM 1073, MT stabilize HCS Hoechst-high % 1.3, MT stabilize HCS cytotoxicity % 3.5 and Autophagy mod cell loss 18 h 22.
Screening COC(=O)c1c(NC(=O)COC(=O)Cn2cnc3ccccc32)sc2c1CCCC2 returned Dynein cargo inh -0.81, T cell HTS inactive, M1AAP inhibition 5%, Yfh1-off respiration inactive, MT stabilize HCS 2.9, Autophagy mod inactive, bCat nuc transl -1.0, WT yeast gro inh -1, P. falciparum M17LAP 2%, WT yeast gro inh mutant strain 3, Dynein cargo inh cytoplasmic EGFP -0.3, Dynein cargo inh nuclear GR-EGFP -0.67, Dynein cargo inh cell count 0.57, bCat nuc transl cell count 5 µM 1061, T cell HTS vesicle-bound % 49, MT stabilize HCS Hoechst-high % 4.4, MT stabilize HCS cytotoxicity % 12 and Autophagy mod cell loss 18 h 8.
For COc1cc2c(cc1OC)C(C(=O)NC1CC1)C1c3ccccc3CCN1C2=O (stereo unspecified) the results were Dynein cargo inh 0.24, T cell HTS inactive, Yfh1-off respiration inactive, MT stabilize HCS 4.7, WT yeast gro inh 21, WT yeast gro inh mutant strain 8, Dynein cargo inh cytoplasmic EGFP -0.14, Dynein cargo inh nuclear GR-EGFP 0.49, Dynein cargo inh cell count -0.68, T cell HTS vesicle-bound % 47, MT stabilize HCS Hoechst-high % 2.2 and MT stabilize HCS cytotoxicity % 6.1.
`Cc1cc(C(=O)CSc2nc3ccccc3c(=O)n2C)c(C)n1CC1CCCO1` (stereo unspecified) gave Dynein cargo inh -1.1, M1AAP inhibition 10%, Yfh1-off respiration inactive, MT stabilize HCS 4.2, Autophagy mod inactive, bCat nuc transl 2.6, WT yeast gro inh -6, P. falciparum M17LAP -5%, WT yeast gro inh mutant strain -18, Dynein cargo inh cytoplasmic EGFP 0.038, Dynein cargo inh nuclear GR-EGFP -0.48, Dynein cargo inh cell count 1.8, bCat nuc transl cell count 5 µM 959, MT stabilize HCS Hoechst-high % 1.7, MT stabilize HCS cytotoxicity % 3.8 and Autophagy mod cell loss 18 h 9.
For Cc1ccc(C(=O)/C=C/Nc2ccc(S(=O)(=O)Nc3onc(C)c3C)cc2)cc1 the results were Dynein cargo inh -0.68, T cell HTS inactive, M1AAP inhibition 12%, Yfh1-off respiration inactive, MT stabilize HCS 3.1, Autophagy mod inactive, bCat nuc transl -0.5, WT yeast gro inh 7, P. falciparum M17LAP 56%, WT yeast gro inh mutant strain 18, Dynein cargo inh cytoplasmic EGFP -0.23, Dynein cargo inh nuclear GR-EGFP -0.29, Dynein cargo inh cell count 1.1, bCat nuc transl cell count 5 µM 1000, T cell HTS vesicle-bound % 54, MT stabilize HCS Hoechst-high % 2.6, MT stabilize HCS cytotoxicity % 8.3 and Autophagy mod cell loss 18 h 15.
Screening COc1ccccc1C(=O)Nc1ccccc1N1CCOCC1 returned Dynein cargo inh -1.1, T cell HTS inactive, M1AAP inhibition 0%, Yfh1-off respiration inactive, MT stabilize HCS 2.3, Autophagy mod inactive, bCat nuc transl 0.0, WT yeast gro inh 10, P. falciparum M17LAP 1%, WT yeast gro inh mutant strain -1, Dynein cargo inh cytoplasmic EGFP -0.24, Dynein cargo inh nuclear GR-EGFP -1.3, Dynein cargo inh cell count 0.53, bCat nuc transl cell count 5 µM 1286, T cell HTS vesicle-bound % 28, MT stabilize HCS Hoechst-high % 2.2, MT stabilize HCS cytotoxicity % 11 and Autophagy mod cell loss 18 h 4.
